# ABHD5 PLIN5 PPI: ABHD5-PLIN5 interaction inhibitors, primary screen, cell lysate, split luciferase complementation, luminescence. inhibition, % at 4 µM. Split G. princeps luciferase complementation, 4 h. AID 602281, 2012. Perilipin-5 (Homo sapiens) + 1-acylglycerol-3-phosphate O-acyltransferase ABHD5 (Homo …. 0.78% of 360,000 active;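 active = inhibition above the mean inhibition across every tested compound plus 3 SD, cut at about 22% in these data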;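 note: 0% = DMSO only wells and the 100% control is not disclosed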
# H9c2 protect: cardioprotection against H2O2-induced cell death, primary screen, uHTS, H9c2 cells, ATPLite luminescence | protection from H2O2 cell death, % at 20 µM | H9c2 cardiomyocytes, H2O2 injury protection, 2 h | 0.63% of 360,000 active;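 active = compounds giving at least 50% protection of heart cells from peroxide-induced death in the single-dose screen, raw or plate-pattern-corrected value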;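 note: 0% = DMSO wells with peroxide and 100% = DMSO wells without peroxide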
# Granule exo inh: LAMP-1 surface exposure blockers, TALL-104 cells – cell-based, flow cytometry, MLPCN library, primary screen; TALL-104 LAMP-1 surface exposure; cells stimulated with thapsigargin and PMA; inhibition, % at 10 µM; 0.66% of 360,000 active; AID 651702, 2012;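 active = inhibition above about 55%, limit read from the data; inconclusive = no clear call, values can overlap the other calls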
# CaV13 ICDI inh: Disruptors of the CACNA1D IQ motif to Ca2+-dependent inactivation inhibitor domain association, primary screening, Förster resonance energy transfer in intact living …; HEK cells, CFP/YFP FRET ICDI-IQ, plate reader, 10 min; percent FRET-ratio fall versus neutral wells; inhibition, % at 12.3 µM; 0.098% of 340,000 active; AID 743397;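 active = mean replicate inhibition of at least 30% and at least 1% of replicates passing that level; inconclusive = only one of the two criteria is met; inactive = neither criterion is met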;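 note: 0% = median of the neutral control wells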
# HTR2A ag: mouse Htr2a agonists via beta-arrestin recruitment, primary screen, cell-based, luminescence; 5-hydroxytryptamine receptor 2A (Mus musculus), P35363; CHO-K1 mHTR2A beta-arrestin complementation; percent of 30 µM serotonin response; activation, % at 7.6 µM; 0.66% of 360,000 active; AID 624169, 2012;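 active = activation above a run cutoff, the mean activation of all tested compounds plus 3 SD, cut at about 14% in these data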;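 note: 0% = plate median of compound wells and 100% = 30 µM serotonin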
# Target sequence (P35363 whole entry, looked up): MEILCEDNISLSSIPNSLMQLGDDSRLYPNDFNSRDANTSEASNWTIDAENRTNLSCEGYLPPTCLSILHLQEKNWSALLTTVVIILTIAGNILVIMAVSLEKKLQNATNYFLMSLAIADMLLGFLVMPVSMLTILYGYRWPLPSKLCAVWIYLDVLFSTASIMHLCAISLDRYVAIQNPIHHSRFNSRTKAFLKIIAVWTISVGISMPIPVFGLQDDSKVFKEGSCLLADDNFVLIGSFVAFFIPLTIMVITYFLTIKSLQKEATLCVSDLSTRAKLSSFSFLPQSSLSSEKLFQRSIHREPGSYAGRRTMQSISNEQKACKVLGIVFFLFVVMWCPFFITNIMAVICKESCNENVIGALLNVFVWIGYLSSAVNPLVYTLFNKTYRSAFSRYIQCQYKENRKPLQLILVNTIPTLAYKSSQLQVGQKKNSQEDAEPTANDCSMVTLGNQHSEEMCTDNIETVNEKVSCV
# MC4R ag barr: MC4R agonists recruiting beta-arrestin, primary screen, cell-based, luminescence, agonist arm of biased-ligand search; U2OS MC4R beta-arrestin complementation; percent of melanotan II response, DMSO zero; activation, % at 8.9 µM; 0.98% of 360,000 active;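 active = activation above a per-plate cutoff, the mean activation of sample wells on that plate plus 3 SD, cut at about 8% in these data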
# Target sequence (P32245 whole entry, looked up): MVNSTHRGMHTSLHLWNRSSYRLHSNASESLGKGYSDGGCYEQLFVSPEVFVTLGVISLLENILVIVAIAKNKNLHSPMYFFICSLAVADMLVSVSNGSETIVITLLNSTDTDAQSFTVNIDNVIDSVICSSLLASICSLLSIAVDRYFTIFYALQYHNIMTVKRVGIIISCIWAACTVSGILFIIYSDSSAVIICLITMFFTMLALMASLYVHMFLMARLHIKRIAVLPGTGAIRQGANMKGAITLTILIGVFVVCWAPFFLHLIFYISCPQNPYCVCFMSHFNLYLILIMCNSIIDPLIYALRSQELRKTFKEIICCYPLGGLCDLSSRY
# Glyco luc inh: increase of ERlucT glycosylation luciferase signal, primary screen, N-linked glycosylation inhibitor project, D54 ERlucT cells, luminescence, set 2; D54 ERlucT glycosylation luciferase reporter, 24 h; percent of 100 nM tunicamycin response; reporter increase, % at 12.5 µM; 0.23% of 360,000 active; AID 588692, 2011;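 active = mean luciferase reporter signal, scaled so untreated is 0 and the glycosylation-blocking control 100, at or above a set limit in every replicate; inconclusive = mean reaches the limit but not every replicate does; inactive = mean below the limit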;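 note: luciferase carries N-glycosylation sites so blocking glycosylation raises the light; 0% = median of neutral control wells and 100% = median of 100 nM tunicamycin wells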
# PDI turbidity: inhibitors of human PDI, primary screen, biochemical, turbidity, single point, plate reader | Protein disulfide-isomerase (Homo sapiens), P07237 | inhibition, % at 10 µM | AID 588391, 2011 | 0.052% of 350,000 active | PDI insulin aggregation turbidity, A650, 90 min;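 active = mean inhibition across replicates of 30% or more, whatever share of single replicates reach that level; inconclusive = mean inhibition below 30% while every single replicate reaches 30%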;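 note: absorbance from insulin aggregation driven by PDI reduction with DTT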
# ABCB6 inh MLPCN: ABCB6 transporter inhibitors, primary screen, K562-ABCB6 cells, flow cytometry, MLPCN library. fluorescence ratio to DMSO, % at 10 µM. ATP-binding cassette sub-family B member 6 (Homo sapiens), Q9NP58. K562-ABCB6 porphyrin accumulation, 1 h; stronger effect = lower value. 0.19% of 360,000 active;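 active = fluorescence ratio to DMSO below 75%, the collection mean minus 3 SD; inconclusive = too few cells collected in the well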;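 note: signal is porphyrin accumulated inside mitochondria; 100% equals median channel fluorescence of DMSO control wells; lower ratio means ABCB6 inhibition with less porphyrin fluorescence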
# MC4R antag cAMP: MC4R antagonists of cAMP signaling, primary screen, cell-based, TR-FRET, antagonist arm of biased-ligand search | Melanocortin receptor 4 (Homo sapiens), P32245 | MC4R-expressing cells, MTII-stimulated cAMP, LANCE TR-FRET | inhibition, % at 6.5 µM | 0.48% of 360,000 active | AID 540295, 2011;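 active = inhibition above its plate's cutoff, the mean of tested wells on that plate plus 3 SD, cut at about 29% in these data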;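 note: 0% = Melanotan II alone and 100% = Melanotan II plus saturating MCL0020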
#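 Test system: U2OS cells stably expressing human melanocortin 4 receptor (MC4R); also added: Melanotan II challenge; compound: 6.5 µM single dose; timing: 30-min compound preincubation, 1-h Melanotan II challenge, 1-h detection, room temperature; signal: Eu-cAMP/anti-cAMP TR-FRET, emission 671 nm; repeats: one well per compound, no replicates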
# Numbers without * were called inactive; ? = inconclusive; · = no result given. An unsorted share of the library, and some 4.2% of all compounds hit somewhere here.
no.	SMILES	ABHD5 PLIN5 PPI	H9c2 protect	Granule exo inh	CaV13 ICDI inh	HTR2A ag	MC4R ag barr	Glyco luc inh	PDI turbidity	ABCB6 inh MLPCN	MC4R antag cAMP
1	CC(NC(=O)COC(=O)c1ccc2c(c1)S(=O)(=O)N=C1CCCCCN12)C12CC3CC(CC(C3)C1)C2 (centres undefined)	2	10	-4	1	0	-1.0	0	2	100	10
2	N#CCSc1nnc(-c2ccccc2O)n1CCc1ccccc1	0	-2	-1	·	-3	2.8	-1	0	99	-3
3	COc1ccc(NC(=O)C2=Cc3cccc(OC)c3OC2)cc1	2	5	2	-5	-1	-2.1	-3	-3	93	-5
4	Cc1cc(C)n2nc(C(=O)OCC(=O)N(CCC#N)c3ccc(F)cc3)nc2n1	3	-2	6	-3	0	-1.0	1	8	99	7
5	C/C(N)=C(/C#N)C(=O)COC(=O)C1CCN(S(=O)(=O)c2cccs2)CC1	-4	-7	-1	-6	-1	1.4	-1	2	104	12
6	O=C(CCN1C(=O)c2ccccc2S1(=O)=O)Nc1ccc(F)c(F)c1F	-5	4	3	-6	-6	-1.2	2	0	97	2
7	Cc1cc(C)c2cc(C#N)c(NCCCNC(=O)c3cccnc3)nc2c1	7	18	-1	-7	1	-1.8	5	-8	95	2
8	COCC1CCCN(C(=O)c2cc(COc3ccc(C(C)=O)cc3)on2)C1 (centres undefined)	-2	-3	5	-2	0	-0.5	-2	7	103	0
9	COc1ccc(Cl)c2sc(N(CCN(C)C)C(=O)c3ccc4c(c3)OCCO4)nc12	8	-10	19	-2	6	1.3	-2	3	95	4
10	O=C1CCCCC1Nc1ccc(Br)cc1 (centres undefined)	-4	2	-6	-5	3	-1.4	1	-8	92	0
11	CCOc1ccc(CCNC(=O)c2cccc(S(=O)(=O)N3CC(C)OC(C)C3)c2)cc1OCC (centres undefined)	7	-2	0	-6	-6	-1.1	0	-8	95	6
12	Cc1occc1C(=O)Nc1c(Cl)cccc1Cl	-1	-2	11	-6	-1	-1.0	1	-1	106	1
13	Cn1c(Cn2cnc([N+](=O)[O-])n2)nnc1SCC(=O)Nc1ccc(Br)cc1	-1	0	12	7	-1	-1.1	0	0	94	13
14	COC(=O)C1C(=O)/C(=C/N(C)C)C(=O)CC1(C)C (centres undefined)	1	9	0	-5	1	-2.8	2	1	88	-1
15	Cc1ccc(C)c(S(=O)(=O)N2CCN(CC(=O)Nc3cc(C)on3)CC2)c1	-1	6	1	·	3	-0.8	0	-3	92	16
16	CCOC(=O)C(C)Sc1ncc(OC)c(=O)[nH]1 (centres undefined)	2	0	2	-4	-3	-1.7	1	9	98	-2
17	O=C(Nc1cnn(Cc2ccccc2)c1)c1nc2ncccn2n1	-3	7	-3	·	7	-0.3	1	2	108	-4
18	Cc1ccc(-n2nnnc2SCC(=O)Nc2ccccc2N2CCCCC2)cc1C	-9	-22	5	-5	-7	-2.3	-6	0	102	4
19	COc1ccc(C(=O)N2CCCC(N3CCN(c4ccccc4F)CC3)C2)c(OC)n1 (centres undefined)	8	-1	-2	-3	-6	-2.0	-1	17	97	18
20	CC(C)OC(=O)CCCN1C(=O)c2ccc(N)cc2C1=O	-7	-4	0	-4	2	-1.6	-2	7	99	3
21	CC(C)C(OC(=O)c1nsc(Cl)c1Cl)C(=O)NC1CCCCC1 (centres undefined)	0	6	8	-2	8	-1.4	0	-7	98	12
22	COc1cccc(CNC(=O)C2=Cc3cccc(OC)c3OC2)c1	2	7	-2	-2	0	-1.7	0	4	101	9
23	CN(CC(=O)Nc1ccccc1C(=O)Nc1ccccc1)C1CCCCC1	-2	-4	-3	-5	5	-0.9	-7	-12	95	-2
24	N=c1n(Cc2ccccc2Cl)c2ccccc2n1CC(O)c1ccco1 (centres undefined)	-4	-7	-2	-7	-4	-2.2	3	-3	101	7
25	COc1cccc(C2=NOC(C(=O)Nc3ccc4c(c3)OCO4)C2)c1 (centres undefined)	-6	-7	2	2	-4	2.0	4	9	95	12
26	CC(C)=CCCC(C)N(C=O)C(C)CCC=C(C)C (centres undefined)	-3	-2	1	·	3	-0.4	0	3	96	14
27	c1ccc2c(c1)CN1CCCC1=N2	-3	3	6	-4	-1	-1.1	0	8	93	3
28	COc1cc(CN2CCNC(=O)C2CC(=O)NCCCC2CCCC2)cc(OC)c1 (centres undefined)	7	-2	11	-7	3	-0.9	1	-3	106	-7
29	Cc1ccc(Nc2nnc(SCn3nnc4ccccc4c3=O)s2)cc1	-1	2	0	·	-6	-0.6	-1	-18	90	-3
30	Clc1ccc(Br)cc1-c1nc(-c2ccncc2)no1	-2	-4	0	-5	-1	-1.2	2	-4	94	-4
31	O=C1CC(C(=O)N2CCN(c3ccccn3)CC2)CN1Cc1ccccc1Cl (centres undefined)	-1	-3	3	-3	5	-1.7	1	2	99	3
32	CC(=O)N1CCc2cc(S(=O)(=O)NC(CC(C)C)C(=O)Nc3cc(C(=O)O)ccc3C)ccc21 (centres undefined)	3	6	-4	-4	1	3.2	2	7	105	10
33	CCC(=O)Nc1c(-c2ccc(OC)cc2)c(=O)c2ccccc2n1C	11	-6	-1	-4	4	-0.9	1	3	101	15
34	COc1ccc(S(=O)(=O)n2nc(C)cc2C)cc1OC	3	3	-4	?	10	-1.0	1	-8	89	3
35	Clc1ccc(OCCN2CCCCC2)c(Cl)c1	1	-3	-3	-7	-7	0.2	1	4	95	-3
36	O=C(CCc1ccc(O)cc1)N/N=C/c1coc2ccccc2c1=O	-5	2	3	-5	-2	0.7	0	8	91	0
37	Cc1noc(C)c1C(=O)OC(C)C(=O)N(C)c1ccccc1 (centres undefined)	9	2	2	-4	-7	-0.6	1	2	98	2
38	CC(C)CC(=O)N1CCC(O)(CS(=O)(=O)c2ccc(Cl)c(Cl)c2)CC1	-1	0	0	-2	-2	-1.4	3	-5	98	3
39	O=C(Nc1ccc(Cl)c(Cl)c1)OCc1cncs1	1	-29	1	0	5	0.7	-1	6	101	-3
40	CC1Cc2ccccc2N1C(=O)c1cc2sccc2n1Cc1ccccc1 (centres undefined)	-3	-10	-1	-3	-3	-0.8	-4	13	95	7
41	CN(CC(CC(=O)O)c1ccccc1)S(=O)(=O)c1ccc(Br)cc1 (centres undefined)	3	6	8	-3	-4	-0.8	4	·	98	8
42	CN(C)c1cccc(C(=O)Nc2nc3ccccc3[nH]2)c1	-13	-24	-7	-3	-2	-1.6	-15	1	99	14
43	CCOCCCn1c(SCC(=O)Nc2cc(C(C)(C)C)nn2-c2ccccc2)nc2ccccc2c1=O	-4	7	-6	-6	2	-1.4	2	-4	94	12
44	Cc1ccc(CNC(=O)C2CC(c3ccc(C(F)(F)F)cc3)=NO2)o1 (centres undefined)	-1	-19	-5	-2	7	3.3	6	0	102	-1
45	CCCc1ccc(-c2ccc(/C=C/C(=O)O)cc2)nc1	5	-26	-1	-2	7	0.3	-15	1	102	0
46	COC(=O)CNC(=O)C12CC3CC(C1)CC(c1ccc(C)cc1)(C3)C2	6	-5	-2	2	2	-1.9	3	10	97	-2
47	CCCc1nnc(NC(=O)CCC(=O)NCCc2ccc(OC)c(OC)c2)s1	-5	24	4	-4	1	0.5	-1	4	98	5
48	CSCC[C@@H](C(=O)NCCCCCCCCCCC(=O)N1CCN(C(=O)OC(C)(C)C)CC1)n1cc(CCO)nn1	2	-2	4	-4	5	-1.1	-1	4	104	9
49	COc1ccc(S(=O)(=O)NC(CC(=O)NCC2CCCO2)c2ccco2)cc1 (centres undefined)	-2	8	0	·	1	-1.2	0	3	99	1
50	COC(=O)Cc1cc(=O)[nH]c(Nc2nc3ccccc3o2)n1	9	6	0	·	4	-1.9	1	-7	89	-3
51	CCN(c1cccc(C)c1)c1ncnc2nc[nH]c12	7	2	1	-8	0	-0.7	-5	-4	99	3
52	Fc1ccc(-c2nnc(-c3ccc4ccccc4c3)o2)cc1	2	-14	16	-6	-8	0.1	-9	11	98	4
53	Cc1ccsc1/C=N/NC(=O)c1nnn(-c2nonc2N)c1CN(C)c1ccccc1	-3	2	-3	-2	-3	-1.8	2	8	103	11
54	COc1ccccc1CCNC(=O)C(=O)c1cn(CC(=O)N2CCCC2)c2ccccc12	-2	2	-5	-10	-6	-1.2	4	1	93	-3
55	O=C(OCc1nnn(Cc2ccccc2)c1-c1c(COC(=O)c2ccccc2)nnn1Cc1ccccc1)c1ccccc1	-8	8	-2	·	-2	-1.4	-8	2	98	4
56	COC(=O)[C@]1(Cc2ccccc2)N[C@H](CN(C)S(=O)(=O)c2ccc(C(C)(C)C)cc2)[C@@H]2C(=O)N(Cc3ccccc3)C(=O)[C@@H]21	0	-1	1	-9	-3	0.6	-5	-1	97	5
57	CCOc1ccc(NC2=NCC(=O)N2Cc2cccs2)cc1	3	1	-5	-5	2	0.3	1	2	107	1
58	O=C(NC1CCN(Cc2ccccc2)CC1)c1ccc(CS(=O)c2ccc(F)cc2)o1 (centres undefined)	-2	-3	2	-3	-12	-2.5	-2	-15	99	0
59	Cc1ccc(C(=O)COC(=O)CN2C(=O)C3C4CCC(C4)C3C2=O)cc1[N+](=O)[O-] (centres undefined)	-7	3	0	-4	-3	-1.2	1	8	94	5
60	Cc1ccc(C(=O)Nc2ccc3c4c(cccc24)CC3)cc1[N+](=O)[O-]	-8	-1	3	-3	-1	-0.4	1	2	95	5

# New compounds follow
no.	SMILES	ABHD5 PLIN5 PPI	H9c2 protect	Granule exo inh	CaV13 ICDI inh	HTR2A ag	MC4R ag barr	Glyco luc inh	PDI turbidity	ABCB6 inh MLPCN	MC4R antag cAMP
61	CC(=O)c1ccc(N2CCN(C(=O)Nc3ccc(C(C)C)cc3)CC2)cc1	2	-18	2	-3	-7	-2.3	-1	2	94	0
62	CC(=O)N1N=C(c2ccc3ccccc3c2)OC12CCCC2	0	-12	-16	-3	2	1.0	1	0	91	6
63	Cc1csc(NC(=O)c2c(-c3ccccc3)noc2C)n1	1	4	31	-7	3	-0.3	0	2	101	3
64	CC(NC(=O)c1cccc(Cn2cc([N+](=O)[O-])cn2)c1)c1ccc(C(C)(C)C)cc1 (centres undefined)	-8	-9	5	-8	-3	2.2	-5	-4	95	4
65	N/C(=N/O)C(c1ccccc1)c1ccccc1	1	-1	-6	-5	2	-1.9	3	9	97	5
